Compound activity as filed in PubChem BioAssay.
aGlu spleen mod: qHTS Assay for Inhibitors and Activators of Human alpha-Glucosidase From Spleen Homogenate. Potency, µM (series often up to 79.9 µM), for inactives: at the top dose activity change, negative = inhibition, hits mostly inhibitors. 240,000 tested, 0.006% active. Lysosomal alpha-glucosidase (Homo sapiens), P10253. human spleen homogenate, 4-MU-alpha-glucoside fluorescence. AID 2112, 2009;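 note: potency is the fitted concentration of half-maximal effect; 0% = enzyme with vehicle and -100% = no enzyme basal signal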
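AC50 values come from Hill-equation fits of concentration-response data, normalized to no-enzyme and full-activity controls. Enzyme source: 1 ug human spleen homogenate; 1 mM fluorogenic 4-MU glucoside, pH 5.0 citrate buffer, 37 C, 40 min.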
GAA inh: qHTS Assay for Inhibitors of Human alpha-Glucosidase as a Potential Chaperone Treatment of Pompe Disease. 200,000 tested, 0.005% active. Potency, µM (doses to about 76.9 µM), inactives show at the highest dose activity change, negative = inhibition, actives largely listed as inhibitors. purified human GAA, 4-MU-alpha-glucoside fluorescence. AID 1466, 2008. Lysosomal alpha-glucosidase (Homo sapiens), P10253;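 note: potency is the fitted concentration of half-maximal effect; plate controls were uninhibited enzyme wells for no effect and no-enzyme background for full effect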
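qHTS format, compound range up to 77 uM. Human lysosomal enzyme at 4 nM, 400 uM 4-MU glucoside substrate, pH 5.0, 20 min room temperature; fluorescence after alkaline stop gives activity normalized to controls.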
HttQ103 aggreg: qHTS Multiplex Assay to Identify Dual Action Probes in a Cell Model of Huntington: Aggregate Formation (GFP); Potency, µM (doses to about 46.1 µM), for the others: top-dose activity change, negative = inhibition, actives largely listed as inhibitors; PC12 HttQ103-GFP aggregates, Acumen cytometry, 40 h; AID 1688, 2009; 220,000 tested, 1.1% active; note: potency is the fitted concentration of half-maximal effect; % is set by controls: 0 for no effect and ±100 for the full control effect; nearly all actives have a fitted effect of over 60% in size
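Huntingtin Q103 exon 1–GFP aggregates in induced PC12 cells (100 nM tebufenozide) were quantified by cytometry from lysates, with compounds dosed in titration.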
Lamin A splicing: qHTS Assay for Modulators of Lamin A Splicing; HeLa LMNA splicing GFP/RFP minigene ratio, 48 h; Potency, µM (highest dose often 46.1 µM), inactives show at the top dose ratio change, negative = inhibition, hits mostly inhibitors; 200,000 tested, 0.01% active; active = well fitted inhibition curve with a large enough effect in the signal ratio, with a control signal flat, not every such curve was filed as active; inconclusive = small, poorly fitted or top-dose-only effect, or effect the other way, or a change in a side signal; the % refers to the signal ratio; note: potency is the fitted concentration of half-maximal effect; % is set by controls: 0 for no effect and ±100 for the full control effect
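S3 HeLa stable clones carrying a lamin A-EGFP splicing minigene plus DsRed2 were seeded at 600 cells/well in Opti-MEM with 2% FBS, pin-dosed and incubated 48 h at 37°C. Acumen cytometry (488 nm) gave the GFP/RFP total-intensity ratio.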
HTT cytoprotect: qHTS Multiplex Assay to Identify Dual Action Probes in a Cell Model of Huntington: Cytoprotection (ATP). AID 1471, 2008. 230,000 tested, 0.14% active. Potency, µM (doses to about 56.4 µM), for the others: cytoprotection (ATP increase), most hits filed as activators. PC12 HTT-Q103 induced, cytoprotection, ATP luminescence, 40 h;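 note: potency is the fitted concentration of half-maximal effect; % of control where 0% means no effect; nearly all actives have a fitted effect of over 45% in size; toxic huntingtin expression switched on by the ecdysone agonist tebufenozide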
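Stable PC12 Q103-GFP cells in serum-supplemented, phenol red-free DMEM; induction by tebufenozide at 100 nM final; compound dose series; cell viability quantified luminescently from ATP.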
GAA glycogen: qHTS Assay for Inhibitors and Activators of Human alpha-Glucosidase Cleavage of Glycogen. Lysosomal alpha-glucosidase (Homo sapiens), P10253. recombinant GAA, glycogen substrate, Amplex Red glucose oxidase fluorescence. Potency, µM (top dose mostly 76.4 µM), for the others: at the top dose activity change, negative = inhibition, usual class: inhibitors. 300,000 tested, 0.38% active. AID 2100, 2009;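 note: potency is the fitted concentration of half-maximal effect; 0% = full enzyme reaction and -100% = no-enzyme basal signal; the screen sought inhibitors and activators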
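Recombinant enzyme (4 nM final) with compounds titrated up to 77 uM and bovine liver glycogen (30 ug) in citrate pH 5.0, 0.01% Tween-20, 37 C 40 min. Released glucose detected by Amplex Red/glucose oxidase (Ex 573/Em 610); AC50 from Hill fits.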
CBFb RUNX1 block: qHTS Assay for Compounds Blocking the Interaction Between CBF-beta and RUNX1 for the Treatment of Acute Myeloid Leukemia. Potency, µM (highest dose often 59.8 µM), inactives show top-dose activity, negative = inhibition, usual class: inhibitors. 230,000 tested, under 10 active. AID 1477, 2009. Runt-related transcription factor 1 (Homo sapiens) + Core-binding factor subunit beta …. AlphaScreen CBFb-His/RUNX1-biotin binding, biochemical; note: % of control where 0% means no effect
Target sequence (Q01196 whole entry, looked up): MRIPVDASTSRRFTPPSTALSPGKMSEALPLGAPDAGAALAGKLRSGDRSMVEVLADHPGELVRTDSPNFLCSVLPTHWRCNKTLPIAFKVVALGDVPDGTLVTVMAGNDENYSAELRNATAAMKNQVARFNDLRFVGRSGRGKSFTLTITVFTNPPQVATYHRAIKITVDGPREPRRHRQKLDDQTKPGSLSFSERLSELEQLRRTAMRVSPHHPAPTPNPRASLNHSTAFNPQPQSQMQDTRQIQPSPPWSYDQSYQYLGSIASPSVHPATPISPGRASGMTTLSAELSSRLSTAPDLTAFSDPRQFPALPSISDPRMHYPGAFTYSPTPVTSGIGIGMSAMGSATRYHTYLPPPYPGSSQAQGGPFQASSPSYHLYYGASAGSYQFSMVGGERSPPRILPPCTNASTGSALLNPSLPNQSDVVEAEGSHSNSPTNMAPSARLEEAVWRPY
Target sequence (Q13951 whole entry, looked up): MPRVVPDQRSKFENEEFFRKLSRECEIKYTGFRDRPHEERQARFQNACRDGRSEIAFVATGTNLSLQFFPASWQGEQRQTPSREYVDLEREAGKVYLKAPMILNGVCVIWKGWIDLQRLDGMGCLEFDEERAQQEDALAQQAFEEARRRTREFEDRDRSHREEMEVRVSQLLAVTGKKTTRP
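Compounds were screened at multiple concentrations against a preformed CBF-beta(His)/RUNX1(biotin) complex (30 nM of each) for 15 min at room temperature, followed by 90 min with nickel and streptavidin beads and AlphaScreen reading.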
* = called active by the depositor; ? = inconclusive; · = not tested or not shown; & = joins results of further samples; [ ] = remark or other dose. Unless noted, calls come from the whole dose curve; as a rule, active = well fitted curve in the direction sought with a large enough effect; inconclusive = small, poorly fitted or top-dose-only effect, or another doubt; inactive = no such curve, though single readings can be large; an effect the other way counts as inactive or inconclusive.

Molecule	aGlu spleen mod	GAA inh	HttQ103 aggreg	Lamin A splicing	HTT cytoprotect	GAA glycogen	CBFb RUNX1 block
Cc1ccc2c(c1)c1c(n2CC(O)CN2C(=O)CNC2=O)C(=O)CCC1 (centres undefined)	3%	0%	2%	-7%	-10%	-8%	-3%
NCCCC[C@H](NC(=O)C1CCNCC1)c1nnc([C@@H](N)CO)o1	-1%	·	19%[9.22 µM]	·	17%[10 µM]	13%	8%
NNC(=O)[C@H]1C[C@@H]1c1ccccc1	-8%	8%	14%	-11%	10%[10 µM]	4%	4%
CC(c1ccncn1)N(C)Cc1nc(-c2ccc(C(F)(F)F)cc2)no1 (centres undefined)	-4%	-6%	-10%	·	-26%	6%	11%
Cc1cccc(C)c1OCC(=O)Nc1ncn[nH]1	1%	-7%	-26%	8%	-7%	0%	-1%
CCOc1ccc(Oc2ccc(-c3nnc(-c4ccccc4)o3)cc2[N+](=O)[O-])cc1	-10%	3%	19%	12%	-24%	3%	-4%
O=C(Cc1ccc([N+](=O)[O-])cc1)Nc1nccs1	2%	·	-10%[9.22 µM]	·	-16%[10 µM]	·	2%
C=CCOC(=O)/C=C/NC(=O)/C=C/C=C/CCCCCCCC(C)O (centres undefined)	3%&5%[17.4 µM]	·	·	·	-18%&-2%[10 µM]	·	22%&1%[13.1 µM]
Cc1ccc(NCc2nnc(SCc3ccc(C#N)cc3)n2Cc2ccco2)c(C)c1	-2%	-20%	2%	-19%	9%[10 µM]	-2%	-19%
COc1ccc(CCNc2nc(-c3cccc(NC(C)=O)c3)cs2)cc1OC	-11%	4%	-9%	·	-4%[10 µM]	-23%	-22%
O=C(CSc1nc2ccccc2o1)Nc1nc2ccccc2s1	-2%	-5%	1%	?	-5%	-4%	4%
CC(=O)N1CCC(C(=O)Nc2cc(C)cc(C)c2)CC1	-4%	2%	4%[9.22 µM]	·	-14%[10 µM]	6%	7%
CCOC(=O)CC1C(=O)NCCN1S(=O)(=O)c1ccc(Cl)cc1Cl (centres undefined)	-11%	-1%	?	-4%	-18%	5%	2%
COc1ccc(/C=N/NC(=S)Nc2ccccc2)cc1COc1ccc(F)cc1F	-5%	?	4%	14%	·	2%	9%
O=C(CNC(=O)c1ccc(S(=O)(=O)N2CCCCC2)cc1)N/N=C/c1ccco1	1%	-21%	0%	·	-9%	-5%	-4%
CCCCC1OC2(C)OC(=N)C1(C#N)C(C#N)(C#N)C2c1ccccc1 (centres undefined)	6%	?	-5%	-11%	2%[10 µM]	10%	3%
O=S(=O)(NC1CC2CCC1C2)c1ccc(Br)s1 (centres undefined)	3%	?	-30%	14%	-3%	-4%	2%
COc1ccc(Cl)cc1NC(=O)Cn1c(=O)n2nc(C)nc2c2ccccc21	0%	-5%	17%	-9%	-26%	1%	10%
O=C(COC(=O)c1ccccc1Nc1cccc(C(F)(F)F)c1)NCc1ccco1	-18%	0%	-16%	-4%	-34%[inhibitor]	6%	-7%
Clc1ccc(CN2C3=NCCCN3c3ccccc32)cc1	4%	-1%	?	-4%	-25%[10 µM]	-4%	7%
COC(=O)c1nc2ccc(N3CCOCC3)cc2c(C)c1C(=O)OC	·	-6%	-2%	24%[46 µM]	-118%[inhibitor]	-1%	0%
Cn1c(=O)n(C)c2cc(/C=N/NC(=O)c3cc4cc(Br)ccc4o3)ccc21	6%	·	22%[9.22 µM]	·	6%[10 µM]	0%	14%
COc1cc(/C=C(/NC(=O)c2ccccc2Cl)C(=O)O)cc(OC)c1OC	-8%	-2%	4%	11%	-1%	-6%	0%
CCOc1ccc(S(=O)(=O)N2CCN(C)CC2)c(C)c1C	-2%	-7%	-11%	-7%	-4%[10 µM]	6%	5%
O=c1[nH]c(=O)n(Cc2ccco2)c2c1C(C(F)(F)F)(C(F)(F)F)N=C(Cc1ccccc1)N2	2%	8%	-22%	11%	-61%[inhibitor]	2%	-10%

Continued, starting with the last 2 of the part before.
Molecule	aGlu spleen mod	GAA inh	HttQ103 aggreg	Lamin A splicing	HTT cytoprotect	GAA glycogen	CBFb RUNX1 block
CCOc1ccc(S(=O)(=O)N2CCN(C)CC2)c(C)c1C	-2%	-7%	-11%	-7%	-4%[10 µM]	6%	5%
O=c1[nH]c(=O)n(Cc2ccco2)c2c1C(C(F)(F)F)(C(F)(F)F)N=C(Cc1ccccc1)N2	2%	8%	-22%	11%	-61%[inhibitor]	2%	-10%
CC1=C(C(=O)OCCOc2ccccc2)C(c2ccsc2)NC(=O)N1C (centres undefined)	-1%	1%	?	·	8%	-5%	0%
O=C(c1ccc(Cn2c(=S)[nH]c3cc4c(cc3c2=O)OCO4)cc1)N1CCN(c2ccccc2)CC1	1%	-8%	-8%	·	0%	3%	-15%
Cc1cn(C2CCC(CO)O2)c(=O)[nH]c1=O (centres undefined)	2%	·	·	-1%	·	2%	·
O=C1NN(c2ccccc2)C(=O)C2C3C=CC(C4CC34)C12 (centres undefined)	-1%	-6%	6%	9%	7%	-4%	-1%
O=C1CC(c2ccc(F)cc2)Sc2nc(C34CC5CC(CC(C5)C3)C4)nn21 (centres undefined)	-20%	-14%	-4%	-21%	-12%[10 µM]	-12%	-4%
CC(C)/C=N/NC(=O)c1ccc(Cl)cc1	5%	-5%	-8%	-4%	·	15%	3%
CCOC(=O)c1sc2nc(NC(=O)C3CCCCC3)sc2c1C	-14%	4%[15.4 µM]	3%	1%	-28%	-7%	1%
CC(C)C[C@H](NC(=O)C1OC1C(=O)O)C(=O)NCCCCN=C(N)N (some centres undefined)	-12%	·	·	?	·	·	-8%
CCNC(=O)CC1C(=O)N(C)C(=S)N1NC(=O)c1ccc(Cl)cc1 (centres undefined)	4%	1%	27%	16%	-6%	-13%	4%
O=C(CSc1nc2ccccc2[nH]1)Nc1ccc(F)c(F)c1	-15%	0%	2%	?	-4%	-6%	0%
CCOC(=O)Cc1c(C)nc2c(-c3ccc(Cl)cc3)cnn2c1C	1%	3%	-14%[9.22 µM]	-7%[46 µM]	-18%[10 µM]	-5%	?
O=c1cc(CSc2n[nH]c(-c3ccncc3)n2)nc2sccn12	4%	-4%	4%	12%[46 µM]	-14%[10 µM]	-6%	?
COc1cc(/C=C\c2ccc(OC)cc2OC)cc(OC)c1	2%	·	·	·	-36%[inhibitor]	·	?
CC1=CCC(C(=O)O)C(C(=O)Nc2ccc(-c3nc4ccc(C)cc4s3)cc2)C1 (centres undefined)	6%	·	6%[9.22 µM]	·	4%[10 µM]	3%	-14%
Cc1ccc(-n2c(C)cc(C(=O)Cn3nc(C(=O)O)c4ccccc4c3=O)c2C)cc1	-5%	1%	?	-13%	-8%[10 µM]	5%	-29%
O=C(CSC1=NCCS1)N1CCCC1	-7%	0%	-13%	?	-12%	4%	2%
CCc1nnc(NS(=O)(=O)c2ccc(NC(=S)NC(=O)/C=C/c3ccccc3)cc2)s1	-4%	-5%	-5%	?	19%[10 µM]	14%	?
Cc1cccc(S(=O)(=O)Nc2ccc(C)c3c2OC(C)(C)C3)c1	-6%	-3%	?	?	0%	-16%	?
O=C(CCn1cccc1)Nc1ccccc1F	1%	-5%	12%	3%	15%	-5%	-7%
Cc1ccc(NS(=O)(=O)c2cc(C(=O)N3CCc4ccccc4C3)ccc2Cl)cc1	-3%	-3%	-8%	?	-53%[inhibitor]	-22%	2%
O=C(COC(=O)CCSc1ccc(Cl)cc1)Nc1ccc(F)cc1	-8%	-2%	-4%	-14%	0%[10 µM]	0%	-6%
COc1ccc2c(c1)O[C@@H](c1cccc(C(F)(F)F)c1)[C@H](OC(=O)NCc1ccco1)C2=O	-4%	·	·	·	?	·	0%
CC(C)(C)c1cc(CCC(=O)NNC(=S)NC(=O)c2ccccc2)cc(C(C)(C)C)c1O	-10%	-2%	?	?	?	?	-14%
CCCCOc1cccc(C(=O)NC(=S)Nc2ccc(Cl)c(C(=O)O)c2)c1	-17%	4%	10%	?	16%	14%	10%
Clc1ccc(CN(Cc2ccc(Cl)cc2)c2nn[nH]n2)cc1	8%	-1%	3%	?	-26%	2%	26%

Molecule	aGlu spleen mod	GAA inh	HttQ103 aggreg	Lamin A splicing	HTT cytoprotect	GAA glycogen	CBFb RUNX1 block
O=C(COc1ccc([N+](=O)[O-])cc1)NNC(=S)NC(=O)c1ccc(Br)cc1	-11%	0%	-4%	-1%[9.22 µM]	7%	-24%	4%
COC(=O)C1CC(=O)c2sccc2C1 (centres undefined)	-8%	-3%	8%	0%	-3%[10 µM]	11%	-4%
C=CCOC(=O)N[C@@H](c1cccs1)C(C(C)=O)C(C)=O	2%	·	·	·	-40%	·	-7%
CN(C)CC(C)(C)NS(=O)(=O)c1ccc(Cl)cc1	4%	-2%	-7%	5%	-10%	-23%	-1%
CCCC(=O)NCCCc1nc2ccccc2n1C(C)C	2%	-1%	-12%	-13%	16%[10 µM]	2%	9%
O=C(NC1CCCCCC1)C1CCN(c2nc3ccccc3o2)CC1	-12%	-4%	-15%	?	-5%	9%	6%
Cc1cccc(C2CC(c3ccc(Cl)cc3)Nc3nc(N)nn32)c1 (centres undefined)	0%	2%	-3%	-6%	1%[10 µM]	-14%	-1%
C/C(CC(=O)Nc1ccc(OCc2ccccc2)cc1)=N\NC(=O)C(=O)Nc1ccccc1C	-14%	5%	-14%	0%	-13%	-16%	-1%
